Compound activity from PubChem BioAssay.
proCasp3 act: activators of human procaspase-3 D3A mutant, primary screen, biochemical, absorbance, PC-3 D3A mutant, single concentration | AID 463141, 2010 | Caspase-3 (Homo sapiens), P42574 | 0.11% of 330,000 active | activation, % at 8.5 µM | recombinant procaspase-3 D3A, Ac-DEVD-pNA absorbance 405 nm;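 active means activation above the mean of all tested compounds plus 3 SD, cut at about 21% in these data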;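 further: 0% = DMSO alone and 100% = DMSO wells spiked with extra 5 µM PC-3 D3A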
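Assay system: Procaspase-3 D3A mutant, all three cleavage aspartates alanine. Buffer or medium: Zinc-free HEPES saline buffer with Triton X-100. Times: 1 h compound preincubation, 2 h substrate hydrolysis at 25 °C. Measured by: 405 nm absorbance of p-nitroaniline, reads at 0 and 120 min. Read-out basis: percent activation relative to control range. Replicates: singlicate.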
RPL19A TOR yeast: RPL19A-GFP expression modulators in yeast, primary screen, cell-based, S. cerevisiae, multiplex flow cytometry, MLPCN; AID 2025, 2009; S. cerevisiae RPL19A-GFP strain, 3 h; active compounds read low; percent response vs DMSO, % at 10 µM; 0.3% of 330,000 active;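 active means percent response vs DMSO below 50%; inconclusive means fewer than 70 events counted for the yeast strain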;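 further: median channel GFP fluorescence of the barcoded RPL19A-GFP strain; ratio of sample median GFP to plate DMSO average so 100% = DMSO; lower means less RPL19A-GFP as with rapamycin TOR inhibition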
AHR act: AHR activators, primary screen, cell-based, luminescence, luciferase reporter, human. Aryl hydrocarbon receptor (Homo sapiens), P35869. AHR-responsive luciferase reporter cells. activation, % at 5 µM. 2.5% of 320,000 active. AID 2796, 2010; in the data active means activation above about 47%;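 further: 0% = vehicle wells and 100% = reference agonist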
procasp7 counter: procaspase-7 activators, primary screen, counter-screen for procaspase-3 activator project, biochemical, absorbance, HTS, human. Caspase-7 (Homo sapiens), P55210. recombinant procaspase-7, Ac-DEVD-pNA absorbance 405 nm; D23A/D198A/D206A triple mutant, cannot self-cleave; scale: DMSO 0, 5 µM enzyme 100. activation, % at 8.5 µM. 0.093% of 330,000 active;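 active means percent activation above the screen-wide mean plus 3 SD, cut at about 25% in these data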
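Replicates: singlicate. Assay system: Procaspase-7 triple mutant (PC-7 D3A). Signal: 405 nm absorbance of p-nitroaniline. Times: 1 h preincubation, 2 h reaction. Buffer or medium: Zinc-free HEPES pH 7.4 with 300 mM NaCl, 0.01% Triton X-100. Also added: DEVD-pNA substrate. Benchmarks: DMSO wells as 0%, DMSO with 5 µM added PC-7 as 100%.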
ZTA counter: blocks Epstein-Barr virus ZTA, an EBNA-1 counter-screen | ZTA-DNA binding, fluorescence polarization | P03206 | AID 2234 | 0.15% of 320,000 active | inhibition, % at 11 µM; in the data active means inhibition above about 33%
EBNA-1 inh: EBNA-1 DNA-binding inhibitors, primary screen, biochemical, fluorescence polarization; inhibition, % at 14.8 µM; 0.34% of 300,000 active; AID 1950, 2009; in the data active means inhibition above about 28%
LAP4-GFP MLPCN: modulators of LAP4-GFP expression in yeast, primary screen, S. cerevisiae, multiplex flow cytometry, MLPCN library | 3 h; median GFP as percent of DMSO wells | GFP response vs DMSO, % at 10 µM | 0.34% of 320,000 active;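 active means GFP response vs DMSO above a set limit, about the screen mean plus 3 SD, cut at about 150% in these data; inconclusive means under 70 cell events counted for the yeast strain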
MEP2-GFP yeast: modulators of MEP2-GFP levels in yeast, primary screen, S. cerevisiae, multiplex flow cytometry, MLPCN library | GFP response vs DMSO, % at 10 µM | 0.51% of 330,000 active | AID 2016, 2009 | S. cerevisiae MEP2-GFP strain, 3 h; 100% = DMSO control level;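 active means GFP response versus DMSO above a set limit, roughly screen mean plus 3 SD, cut at about 180% in these data; inconclusive means fewer than 70 cells counted for a yeast strain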;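 further: median GFP fluorescence of the barcode-gated MEP2-GFP cells per well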
* marks the source's active call; other numbers are inactive results; ? = inconclusive; . = not tested or not shown. Not a hit list, and some 3.8% of all compounds hit somewhere here.

Sample of the layout, two compounds:
SMILES	proCasp3 act	RPL19A TOR yeast	AHR act	procasp7 counter	ZTA counter	EBNA-1 inh	LAP4-GFP MLPCN	MEP2-GFP yeast
CCOc1ccc(NC(=O)CSC(N)=O)cc1	-13	92	-1	-17	-8	-12	103	92
COc1ccccc1C(=O)O/N=C(\N)c1ccc(Cl)cc1	-7	97	69*	13	-1	7	107	103

Results, from the start:
SMILES	proCasp3 act	RPL19A TOR yeast	AHR act	procasp7 counter	ZTA counter	EBNA-1 inh	LAP4-GFP MLPCN	MEP2-GFP yeast
CCOc1ccc(NC(=O)CSC(N)=O)cc1	-13	92	-1	-17	-8	-12	103	92
COc1ccccc1C(=O)O/N=C(\N)c1ccc(Cl)cc1	-7	97	69*	13	-1	7	107	103
Cc1ccc(-c2nc(Nc3ccccc3)n[nH]2)cc1	6	105	122*	-1	1	-5	119	106
CCNC(=S)NNC(=O)c1ccc2ncccc2c1	-8	98	-1	-3	14	1	101	98
COc1ccc(N2CCN(C(=O)CNC(=O)Cn3cnc4sc(C)c(C)c4c3=O)CC2)cc1	3	98	-1	6	2	-1	91	95
COc1ccc(N2C(=O)CC(N3CCN(c4ccc(S(C)(=O)=O)cc4)CC3)C2=O)cc1 (stereo unspecified)	-5	101	2	-32	-7	11	108	108
COc1ccccc1-n1ccnc(SCC(=O)NCCc2ccccc2)c1=O	3	102	2	4	-3	-4	105	106
O=C(CSc1nc2ccccc2o1)Nc1nc2ccccc2s1	14	98	39	8	1	11	80	94
O=C(CC1(O)C(=O)Nc2ccccc21)c1cccc(Br)c1 (stereo unspecified)	1	106	4	3	2	-4	99	106
COc1ccc(NC(=O)CSc2nc(C)cs2)cc1	8	106	4	8	1	5	113	116
COc1cc(OC)c(Nc2cc(C)nc3nc(C)nn23)cc1Cl	4	99	5	11	2	-6	98	109
COc1ccccc1C(=O)N1C(CC(=O)Nc2cc(Cl)ccc2C)C(=O)NC2CCCCC21 (stereo unspecified)	-1	93	-1	-4	-2	-5	98	94
CCc1nnc(NC(=O)CSc2nnc(CNc3cccc(Cl)c3)n2CC)s1	1	98	0	0	1	-5	96	98
COc1ccc(C(=O)/C=C/Nc2ccccn2)c(OC)c1	-4	104	-5	1	2	-4	103	103
O=C(NCCc1ccccc1)C1CCCN1S(=O)(=O)c1ccc(Cl)cc1 (stereo unspecified)	7	101	-1	5	-11	-15	101	106

7 compounds out of the list above, ordered by their value in proCasp3 act, rising.
SMILES,proCasp3 act
COc1ccccc1C(=O)O/N=C(\N)c1ccc(Cl)cc1,-7
COc1ccc(C(=O)/C=C/Nc2ccccn2)c(OC)c1,-4
COc1ccccc1C(=O)N1C(CC(=O)Nc2cc(Cl)ccc2C)C(=O)NC2CCCCC21 (stereo unspecified),-1
CCc1nnc(NC(=O)CSc2nnc(CNc3cccc(Cl)c3)n2CC)s1,1
O=C(NCCc1ccccc1)C1CCCN1S(=O)(=O)c1ccc(Cl)cc1 (stereo unspecified),7
COc1ccc(NC(=O)CSc2nc(C)cs2)cc1,8
O=C(CSc1nc2ccccc2o1)Nc1nc2ccccc2s1,14

More compounds.
SMILES	proCasp3 act	RPL19A TOR yeast	AHR act	procasp7 counter	ZTA counter	EBNA-1 inh	LAP4-GFP MLPCN	MEP2-GFP yeast
CN1C(=O)C(O)(C2COC(C)(C)CC2=O)c2ccccc21 (stereo unspecified)	11	112	1	-16	4	-1	123	115
COCCn1c(SCC(=O)NC(=O)NCc2ccccc2)nc2ccccc21	2	102	0	3	2	13	104	105
CSc1nnc(-c2ccccc2)n1C	-5	95	1	8	6	-1	90	95
COc1ccc(NS(=O)(=O)c2cc(C)ccc2NC(=O)c2cc(C)oc2C)cc1	2	97	19	12	6	-12	98	100
Cc1cccc(N2CC(C(=O)NCC3COc4ccccc4O3)CC2=O)c1C (stereo unspecified)	-6	109	1	-2	-9	.	109	106
CC(=O)Nc1ccc(C(=O)Nc2cccc(S(=O)(=O)NC3=NCCC3)c2)cc1	12	98	-3	-10	-3	2	104	95
Cc1cc(Nc2cccc(C(F)(F)F)c2)n2nc(C)nc2n1	4	104	12	9	1	-2	110	107
COc1ccc(NC(=S)NCc2ccc3c(c2)cc(C)n3C)cc1	3	96	3	8	3	-3	104	100
CCOc1cc(/C=N/N=C(\N)c2nonc2N)cc(Br)c1OCc1cccc2ccccc12	1	98	-3	3	-17	3	96	102
CCOc1cc(S(=O)(=O)NCCCN2CCOCC2)ccc1F	4	100	5	2	2	8	117	106
CCc1ccc(CN2CCN(S(=O)(=O)Cc3ccccc3)CC2)cc1	-2	101	-1	2	-16	11	85	104
CCCCCCc1nc(C(N)=O)c2[nH]c(=O)n(-c3ccc(OCC)cc3)c2n1	5	96	2	3	0	2	120	104
Cn1c(SCC(=O)N2CCCc3ccccc32)nnc1-c1ccco1	1	97	3	3	-1	6	100	101
CC(=O)c1ccc(C(=O)N2CCCC(N3CCN(c4ccc(F)cc4)CC3)C2)s1 (stereo unspecified)	-9	116	1	-1	-9	-4	107	117
Cc1ccc(C(=O)NCC(=O)OCC(=O)/C=C2\N(C)c3ccccc3C2(C)C)cc1C	5	103	1	7	-18	-7	94	97
NS(=O)(=O)c1cccc(NC(=O)CN2CCCc3ccccc32)c1	-2	102	4	1	10	-9	102	101
CCc1ccccc1NC(=S)N(CCN1CCOCC1)Cc1ccccc1F	-2	101	-1	-6	-11	5	103	96
Cc1nn(-c2ccccc2)c2sc(C(=O)N3CCOCC3)cc12	0	91	78*	-4	5	-4	99	94
O=C(COC(=O)c1ccccc1)c1ccc(Br)cc1	2	102	0	12	-21	6	114	105
O=[N+]([O-])c1ccccc1S(=O)(=O)NCCSc1ccccc1	2	101	1	-7	-27	-7	101	105
CC(=O)N(C)c1ccc(NS(=O)(=O)c2cccc3nsnc23)cc1	-1	100	0	9	-12	-14	89	102
Cc1cccc(OCC(=O)NC2CCCc3ccccc32)c1C (stereo unspecified)	5	?	6	8	-20	-8	?	?
CC1CCN(S(=O)(=O)c2cc3c4c(c2)C(C)C(=O)N4CCC3)CC1 (stereo unspecified)	6	98	5	5	-5	-10	95	106
CCCS(=O)(=O)N1CCC(C(=O)Oc2ccc(OC)cc2)CC1	11	105	1	5	-9	1	90	104
O=C(Cc1cccc(F)c1)Nc1ccc2c(c1)CCC2	-4	104	3	5	-4	4	100	100
CC1CCCCN1C(=O)Cc1ccc(F)cc1 (stereo unspecified)	0	99	0	2	-5	2	103	105
CCCCOc1ccccc1C1NC(=O)NC(C)=C1C(=O)OCCOCC (stereo unspecified)	-1	109	0	4	-1	0	110	109
Cc1nnc(SCC(=O)Nc2ncc(S(=O)(=O)c3ccc([N+](=O)[O-])cc3)s2)s1	3	95	10	0	-1	7	81	94
Cn1c(=O)oc2cc(S(=O)(=O)NCCN3CCN(c4ccccc4F)CC3)ccc21	9	104	2	5	6	5	105	96
COc1ccc(CCNC(=O)C2CCN(S(=O)(=O)N3CCCCC3)CC2)cc1OC	5	100	0	16	9	-2	105	108
CC(=O)c1cnc2c(-c3ccccc3)cnn2c1C	-1	86	26	8	2	2	.	87
Cc1ccccc1OCC(=O)N/N=C/c1ccco1	5	90	1	-1	-1	1	83	91
COc1cccc(CN(C)CC(=O)Nc2cccc3ccccc23)c1	-8	94	16	-4	8	-4	93	94
CCOc1cc(C(c2c(C)[nH][nH]c2=O)c2c(C)[nH][nH]c2=O)cc(Cl)c1O	11	111	3	-1	-10	-13	98	108
COc1ccc(-c2csc(NC(=O)c3c(OC)cccc3OC)n2)cc1	9	103	-13	5	-7	-6	101	98
CCc1nc2ccccc2n1CCc1ccccc1	7	97	-6	12	18	9	103	97
O=C(c1ccccc1)N1CCN(C(=O)c2ccc3c(c2)OCO3)CC1	-7	98	0	0	7	10	97	107
O=C(CCC(=O)c1ccc(Oc2ccccc2)cc1)Nc1ccc(C(=O)O)cc1	2	106	0	2	-7	-1	101	115
O=C(NCC1CCCO1)c1ccc(COc2ccccc2)cc1 (stereo unspecified)	8	103	5	5	13	12	116	99
N#Cc1c(C(F)(F)F)cc(-c2ccc(Cl)cc2)nc1SCC(=O)O	2	93	42	2	-9	14	101	97
CCOc1ccc(C(=O)N2CCN(c3ccccn3)CC2)cc1	7	106	2	-5	-11	-13	88	106
CCc1ccc(/C=N/NC(=O)c2nnn(-c3nonc3N)c2C(C)C)cc1	1	107	12	-2	2	-2	106	119
FC(F)(F)c1cccc(NC(=S)Nc2cccc(Cl)c2)c1	-2	103	6	6	-16	-6	130	118
CN1CCN/C1=C(/C(Cl)=C(Cl)Cl)[N+](=O)[O-]	-4	95	3	-4	0	-6	100	100
Fc1ccccc1-c1csc(=Nc2cccnc2)n1CC1CCCO1 (stereo unspecified)	5	97	23	-5	2	1	98	102
O=C(Nc1cccnc1)c1ccc(Cl)c(S(=O)(=O)N2CCCCCC2)c1	0	95	25	7	7	6	93	99
N/C(=N\OC(=O)COc1ccccc1Cl)c1ccccn1	6	97	0	7	8	3	106	96
CN(C)CCCNc1cc(-c2ccccc2)nc2cc(-c3cccc(F)c3)nn12	5	109	0	6	0	-5	106	116
